Screening data deposited in PubChem BioAssay by several laboratories.
S1P2 ag – S1P2 receptor agonists, primary screen, cell-based; Sphingosine 1-phosphate receptor 2 (Homo sapiens), O95136; S1P2-expressing cell line, agonist reporter read-out; activation, % at 4.5 µM; 97,000 compounds, 0.46% hits; AID 729, 2007; in the data active = activation above about 16%;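 note: 0% = vehicle low control and 100% = maximal reference agonist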
sEH act – soluble epoxide hydrolase activators, primary screen, biochemical, human sEH | Bifunctional epoxide hydrolase 2 (Homo sapiens), P34913 | purified human sEH enzymatic activity, activator screen | activation, % at 2 µM | 91,000 compounds, 0.04% hits; in the data active = activation above about 37%; note: values of inactives mirror those of a sister screen read the other way
LYP act – LYP phosphatase activators, primary screen, biochemical, DiFMUP fluorescence, 2 µM. Tyrosine-protein phosphatase non-receptor type 22 (Homo sapiens), Q9Y2R2. recombinant LYP; 0 = plate median, 100 = signal doubled. activation, % at 2 µM. 96,000 compounds, 0.11% hits. AID 697, 2007;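 active = activation at 2 µM above a set limit, the mean plus 5 SD, cut at about 37% in these data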
Target sequence (Q9Y2R2 whole entry, looked up): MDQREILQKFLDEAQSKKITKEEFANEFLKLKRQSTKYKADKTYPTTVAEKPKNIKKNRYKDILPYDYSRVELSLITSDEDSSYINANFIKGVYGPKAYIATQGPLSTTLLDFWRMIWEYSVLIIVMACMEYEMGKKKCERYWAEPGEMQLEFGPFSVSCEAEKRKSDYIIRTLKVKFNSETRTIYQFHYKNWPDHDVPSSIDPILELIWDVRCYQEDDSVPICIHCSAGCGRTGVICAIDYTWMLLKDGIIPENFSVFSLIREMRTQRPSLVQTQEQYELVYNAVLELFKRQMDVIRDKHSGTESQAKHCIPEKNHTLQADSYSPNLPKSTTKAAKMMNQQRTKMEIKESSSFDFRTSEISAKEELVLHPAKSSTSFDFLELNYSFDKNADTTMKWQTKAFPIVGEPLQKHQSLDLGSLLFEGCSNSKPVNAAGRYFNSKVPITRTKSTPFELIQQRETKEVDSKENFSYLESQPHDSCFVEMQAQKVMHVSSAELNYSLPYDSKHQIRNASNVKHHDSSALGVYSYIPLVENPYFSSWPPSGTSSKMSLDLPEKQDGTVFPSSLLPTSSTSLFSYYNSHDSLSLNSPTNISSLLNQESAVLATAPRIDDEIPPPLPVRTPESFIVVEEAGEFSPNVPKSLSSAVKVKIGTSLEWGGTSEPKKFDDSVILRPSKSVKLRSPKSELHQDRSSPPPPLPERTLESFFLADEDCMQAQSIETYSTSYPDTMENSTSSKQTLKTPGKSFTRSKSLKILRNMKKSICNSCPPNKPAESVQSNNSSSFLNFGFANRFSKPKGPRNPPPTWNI
S1P2 blocker – human S1P2 receptor antagonists, primary screen, cell-based. Sphingosine 1-phosphate receptor 2 (Homo sapiens), O95136. cell-based S1P2 antagonist assay, inhibition at 5 uM. inhibition, % at 5 µM. 97,000 compounds, 0.21% hits. AID 736, 2007; in the data active = inhibition above about 45%;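 note: CRE beta-lactamase reporter cells expressing human S1P2 stimulated with S1P; 0% = agonist at EC80 alone and 100% = agonist plus reference antagonist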
Fibroblast inh – antiproliferative effect on LL 47 fibroblasts – human, LL 47 cells, CellTiter-Glo luminescence, primary screen; 85,000 compounds, 1.1% hits; LL 47 human lung fibroblast viability, ATP luminescence; hits give low values; viability, % at 10 µM;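 active = viability at or below 50% in the single dose screen; inactive = viability above 50%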;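 note: compound exposure lasted 72 h before the ATP readout; 100% = median luminescence of untreated cell-only wells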
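Times – overnight cell rest, 72 h compound treatment at 37 °C · Test system – human lung fibroblast line LL 47, low passage · Amount – 1,150 cells in each well · Controls – cell-only wells, no compound · Doses – 0.1% DMSO in all compound wells · Measured by – CellTiter-Glo luminescence · Buffer or medium – IMEM plus 15% FBS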
H69AR growth 86K – proliferation blockers of H69AR lung cancer cells, primary screen, cell-based, human, 86K library | H69AR lung tumor viability, ATP luminescence, 72 h; hits give low values | viability, % at 10 µM | 85,000 compounds, 6% hits | AID 598, 2007;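 active = viability at or below 40%; inactive = viability above 40%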;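 note: multidrug resistant small cell line overexpressing MRP-1 efflux transporter; 100% = mean luminescence of untreated control wells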
HUVEC inhibit – inhibitors of HUVEC proliferation, primary screen, cell-based, 384-well | 86,000 compounds, 1.1% hits | CellTiter-Glo luminescence, 72 h; hits give low values | viability, % at 10 µM (by protocol);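 active = viability at or below 30%; inactive = viability above 30%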;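 note: 100% = median luminescence of DMSO-only cell control wells on each plate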
PostGolgi ctrl – growth inhibition of yeast control strain, primary screen, counter-screen for post-Golgi transport modulator project; efflux-deficient yeast background strain, growth absorbance A615, 16 h; inhibition, % at 10 µM; 98,000 compounds, 5% hits; AID 738, 2007; in the data active = inhibition above about 30%
sEH inh – soluble epoxide hydrolase inhibitors, primary screen, biochemical, human sEH. Bifunctional epoxide hydrolase 2 (Homo sapiens), P34913. recombinant human sEH enzymatic activity assay. inhibition, % at 2 µM. 91,000 compounds, 0.34% hits. AID 707, 2007; in the data active = inhibition above about 80%; note: values of inactives mirror those of a sister screen read the other way; many of its hits are not listed in these tables
The depositor's hits bear a star; x = no result given. Not all compounds are listed; the hit share may differ from the screen's.

Molecule	PostGolgi ctrl	S1P2 ag	sEH inh	S1P2 blocker	HUVEC inhibit	LYP act	sEH act	H69AR growth 86K	Fibroblast inh
CCN(CC)S(=O)(=O)c1cccc(C(=O)N[C@H](C(=O)O)C(C)C)c1	-3	-4	5	-6	102	11	-10	93	102
O=c1ncn(-c2cccc(F)c2)c2ncccc12	7	-7	-4	-13	x	0	7	x	x
Cc1nnc(C)n1/N=C/c1cccnc1	-3	-6	6	-8	103	-12	-4	112	96
O=C(CSc1nnc(CN2CCOCC2)n1-c1ccccc1)Nc1ccc(Cl)cc1	3	-3	-16	12	100	3	14	95	98
Cc1ccc(S(=O)(=O)N2CCCC(C(=O)O)C2)s1 (configuration not stated)	-1	0	7	10	103	0	-5	101	93
CC(O)CCc1nc2ccc(C(=O)O)cc2[nH]1 (configuration not stated)	2	-6	-1	24	106	-4	-2	90	96
Cc1cccc2cc(CN(Cc3cccs3)C(c3nnnn3C3CCCC3)C(C)C)c(=O)[nH]c12 (configuration not stated)	23	-10	-13	-3	x	-26	12	x	x
Cc1nnc(-c2cccc(Br)c2)c2cn(-c3ccccc3Cl)nc12	27	8	-12	-14	x	-8	14	x	x
CCc1cc2c(cc3c(=O)n(CC(=O)NCCCN4CC(C)CC(C)C4)ncn32)s1 (configuration not stated)	4	-2	x	9	x	3	x	x	x
COc1cc(-c2noc(CCCC(=O)NCc3ccco3)n2)cc(OC)c1OC	1	-7	6	-4	91	1	-1	65	101

More compounds follow:
Molecule	PostGolgi ctrl	S1P2 ag	sEH inh	S1P2 blocker	HUVEC inhibit	LYP act	sEH act	H69AR growth 86K	Fibroblast inh
CCCNC(=O)NC(=O)CSc1ccc2c(c1)OCCO2	6	-3	6	-11	100	-3	-7	78	101
O=[n+]1c2c(n([O-])c3ccccc31)CCCC2	10	3	9	-10	84	1	-7	82	96
Fc1ccc(-c2ccnc3nc(N4CCN(c5ccccc5)CC4)nn23)cc1	18	-3	-15	4	x	9	14	x	x
CCCCCC(=O)NC(NC(=S)NC1CCS(=O)(=O)C1)C(Cl)(Cl)Cl (configuration not stated)	x	-6	9	1	111	-1	-6	104	96
CC1(C2CC2)NC(=O)NC1=O (configuration not stated)	14	-6	-6	-3	106	2	9	89	96
CN(C)c1nccc(N(Cc2ccccc2)Cc2ccccc2)c1C#N	30*	-6	17	-9	89	-14	-18	86	93
CC(C)(C)NC(=O)CSc1n[nH]c(=O)n1-c1ccccc1	5	x	x	x	99	x	x	102	103
COc1ccc(OC)c(N2C(=O)CC(Cc3cc(C)cc(C)c3)C2=O)c1 (configuration not stated)	x	-2	3	-10	94	7	-4	84	102
CC(=O)c1ccc(OCC(O)CN2CCN(Cc3ccc4c(c3)OCO4)CC2)cc1 (configuration not stated)	15	-2	1	-12	93	3	-1	61	116
CCC(C)NS(=O)(=O)c1ccc(OCC(=O)N2CCCC2)cc1 (configuration not stated)	x	-4	4	-1	92	8	-1	98	100

Following part:
Molecule	PostGolgi ctrl	S1P2 ag	sEH inh	S1P2 blocker	HUVEC inhibit	LYP act	sEH act	H69AR growth 86K	Fibroblast inh
COc1ccc2c(c1)sc1nc(-c3ccccc3)cn12	10	x	x	x	47	x	x	20*	94
CC(C)[C@H](NC(=O)Nc1cccc(C(F)(F)F)c1)C(=O)O	20	-1	-18	-10	98	3	16	95	99
Cc1ccc2nc(Nc3nc(C)cc(C(F)(F)F)n3)nc(C)c2c1	-2	-6	-15	0	109	-2	16	97	113
O=C(Nc1ccc(F)cc1)c1sc2cc(C(F)(F)F)cnc2c1-c1cccs1	8	-5	-6	84*	102	6	7	100	101
O=C(CCc1ccccc1)Nc1ccccc1F	-6	-5	-10	-6	98	-10	10	95	99
COc1ccccc1NC(=O)c1ccc(C)s1	24	-6	-8	-17	84	-2	11	93	94
CN(Cc1ccccc1)Cc1c[nH]c2ccccc12	0	-8	11	11	90	7	-9	66	94
CC(=O)c1ccc(N2C(=NC(=O)C(C)C)SC3CS(=O)(=O)CC32)cc1 (configuration not stated)	-2	-2	-8	-9	86	-4	8	x	98
CC/C(C)=C1\SC(N2CCN(c3cccc(C(F)(F)F)c3)CC2)=NC1=O	32*	-1	2	-8	90	9	-3	83	102
COc1ccc(OC)c(/C=N/c2oc(-c3ccco3)c(-c3ccco3)c2C#N)c1	9	-5	-3	-16	85	-5	5	43	94

Following part
Molecule	PostGolgi ctrl	S1P2 ag	sEH inh	S1P2 blocker	HUVEC inhibit	LYP act	sEH act	H69AR growth 86K	Fibroblast inh
Cc1ccc(OCC(=O)NNC(=O)C2CCN(c3nc(C)cc(C)n3)CC2)cc1	3	-3	-13	13	x	14	17	x	x
Cn1cc(Cl)c(-c2nc3ccccc3[nH]2)n1	5	-6	12	-12	104	10	-12	76	103
Cc1onc(C(=O)/C=C/N(C)C)c1C(=O)Nc1nccs1	-4	-5	-3	5	x	2	6	x	x
COc1ccc(C(=O)OCCN2C(=O)c3ccccc3C2=O)cc1	7	-5	-5	8	x	-6	6	x	x
O=C(Nc1ccc(F)cc1)C1CCN(c2nnnn2-c2ccccc2)CC1	-7	-8	23	24	96	7	-24	91	97
COc1cccc(-c2ccc(=O)n(CC(=O)Nc3cc4c(cc3NC(C)=O)OCCO4)n2)c1	-2	-1	-10	0	111	-2	8	97	101
C=CCN(C(=O)Nc1ccc(F)cc1)C1CC(=O)N(c2ccc(OC)cc2)C1=O (configuration not stated)	4	-4	21	-10	126	-7	-18	92	90
CCSc1ncc(Cl)c(C(=O)Nc2sc3c(c2C(=O)NCc2cccnc2)CCCC3)n1	4	-7	9	1	x	-16	-7	x	x
Cc1c(NC(=O)C(C)Sc2nc3ccccc3c(=O)n2CCO)c(=O)n(-c2ccccc2)n1C (configuration not stated)	-6	-1	-2	17	99	7	2	92	102
O=C(O)c1ccc2c(c1)OCCO2	8	-8	-1	3	106	-1	1	93	97

Next part.
Molecule	PostGolgi ctrl	S1P2 ag	sEH inh	S1P2 blocker	HUVEC inhibit	LYP act	sEH act	H69AR growth 86K	Fibroblast inh
CCc1ccc(N2CC(C(=O)Nc3cc(C)ccc3F)CC2=O)cc1 (configuration not stated)	-2	-4	-8	2	90	6	7	91	96
COC(=O)c1cn(NC(=O)c2cccc(OC)c2)c(=O)c2ccccc12	-1	-6	8	-31	86	-5	-5	93	90
COc1ccccc1NCCC(=O)OCC(=O)Nc1ccc(Cl)cn1	11	x	x	x	97	x	x	96	98
COc1ccc(Nc2nc(N)nc(CN(C)C3CCCCC3)n2)cc1	26	-10	-9	9	105	-14	10	96	101
CCn1cc([N+](=O)[O-])c(C(=O)N2CCCC2)n1	-5	-7	-5	12	x	-6	9	x	x
CCCC(C(=O)OCC)P(=O)(c1ccccc1)c1ccccc1 (configuration not stated)	5	0	9	2	95	4	-9	87	95
CC(=O)NCc1nc2ccccc2n1C(C)C	7	-3	-4	17	105	23	3	91	100
CCN(CC)CC#CC(C)OCOCC#CCOC (configuration not stated)	-3	-4	2	-3	94	-6	-3	102	112
O=c1[nH]c(-c2ccncc2)nc2ccccc12	-6	-2	14	7	101	4	-15	82	94
Cc1nc(N(C)C)ncc1C(=O)O	x	-2	1	-20	99	2	1	91	100

Next part
Molecule	PostGolgi ctrl	S1P2 ag	sEH inh	S1P2 blocker	HUVEC inhibit	LYP act	sEH act	H69AR growth 86K	Fibroblast inh
Cc1ccc(N(Cc2cc3ccccc3[nH]c2=O)C(=O)c2ccco2)c(C)c1	8	-6	6	8	102	10	-7	99	104
CCOc1ccc(C(=O)NC(=S)N(Cc2ccccc2)Cc2ccccc2)cc1	5	-4	0	-16	x	-3	2	x	x
C/C(=N\OC(=O)c1cccc(C(F)(F)F)c1)c1sc(-c2ccccc2)nc1C	6	-8	-6	2	x	-6	7	x	x
COCCn1c(SCC(=O)c2ccc3c(c2)OCCO3)nnc1-c1ccco1	2	-3	4	12	99	1	-7	91	106
O=C(O)CCC(=O)Nc1ccc(Cc2ccc(NC(=O)CCC(=O)O)cc2)cc1	19	-2	0	4	91	-15	1	95	99
O=C(O)C1C2C=CC(O2)C1C(=O)NCCCn1ccnc1 (configuration not stated)	-2	-3	12	8	96	-7	-12	95	104
CCn1nnc(NC(=O)c2ccc(C(C)(C)C)cc2)n1	0	x	x	x	104	x	x	89	98
CC1=Nc2ccccc2/C1=C\c1nc(-c2ccc(F)cc2)oc1O	7	-6	-3	16	84	-3	0	71	94
C/C(Cl)=C\Cn1c(=O)c2c(nc3n2CCS3)n(C)c1=O	4	-3	12	-25	87	-4	-11	80	101
CS(=O)(=O)N(CCc1ccccc1)CC(=O)NCc1ccncc1	11	-5	8	1	96	4	-10	99	101

(listing goes on)
Molecule	PostGolgi ctrl	S1P2 ag	sEH inh	S1P2 blocker	HUVEC inhibit	LYP act	sEH act	H69AR growth 86K	Fibroblast inh
Cc1ccc(C)c(C(=O)n2cnnc2N)c1	2	-4	-13	7	82	-5	13	81	90
COc1ccc(OC)c(NC(=O)Nc2cccc(Cn3cccn3)c2)c1	21	-1	25	-2	99	1	-24	84	101
COc1ccc(CNC(=O)C(c2ccc(C)cc2)N(Cc2cccs2)C(=O)c2ccc3c(c2)OCCO3)cc1 (configuration not stated)	7	-10	-3	29	x	-11	6	x	x
Cc1ccc(C)c(S(=O)(=O)Nc2ccc3scnc3c2)c1	50*	1	-6	-18	63	0	7	17*	x
Cc1cc(C)c2c(N)c(C(=O)NCc3ccco3)sc2n1	x	-2	3	-12	x	-4	-4	x	x
COc1nc2c(C)cccc2cc1-c1noc(-c2ccco2)n1	23	-3	-14	-12	75	-24	14	55	94
CSc1nsc(SCC(=O)N2CCc3ccccc32)n1	2	-7	12	0	88	6	-9	90	97
Cc1noc(C)c1Cn1nc(C(=O)O)c2ccccc2c1=O	21	-2	0	4	104	-12	-1	88	101
Cc1c(NC(=O)c2cc3ccccc3c(=O)s2)c(=O)n(-c2ccccc2)n1C	1	-2	x	2	102	-7	x	92	91
O=C(Cn1cnc2c(nnn2Cc2ccccc2F)c1=O)NCc1ccco1	-3	0	-2	10	92	11	3	81	115

Continuation:
Molecule	PostGolgi ctrl	S1P2 ag	sEH inh	S1P2 blocker	HUVEC inhibit	LYP act	sEH act	H69AR growth 86K	Fibroblast inh
COc1ccc(-n2c(-c3cccc(C)c3[N+](=O)[O-])n[nH]c2=S)cc1	19	-9	6	3	x	-4	-3	x	x
O=C(CN1CCCC1)NCC12CC3CC(CC(C3)C1)C2	0	x	x	x	98	x	x	88	84
CC(=O)Nc1ccc(-c2cn3ccsc3n2)cc1	3	-4	7	1	92	0	-6	87	106
CC(=O)Nc1cccc(C(=O)OC(C(=O)c2ccc(C)c(C)c2)c2ccccc2)c1 (configuration not stated)	25	-1	-2	-11	x	2	0	x	x
CC(=O)C(=Nc1ccccc1Cl)NNc1ccc(Cl)cc1	x	-4	14	-31	88	-9	-10	101	85
CC1CCc2c(C(=O)NCCCN3CCOCC3)csc2C1 (configuration not stated)	17	-5	-3	28	x	1	4	x	x
Cc1c(C(=O)Nc2ccc(OCc3ccccc3)cc2)cccc1[N+](=O)[O-]	-4	-5	-4	15	x	-11	2	x	x
Cc1nc2cc(CC(=O)O)ccc2o1	14	-3	1	11	x	0	0	x	x
O=C(c1ccccc1)c1nnc(-c2ccccc2F)o1	4	-10	-2	9	97	-7	5	102	105
Cc1noc(C)c1S(=O)(=O)Nc1ccc(C(=O)N2CCc3ccccc3C2)cc1	-4	-1	2	26	x	6	-1	x	x
COc1ccccc1-n1c(SCC(=O)Nc2cccc3ccccc23)nc(O)cc1=O	18	-6	-6	-7	97	6	3	85	108
